Screening results deposited in PubChem by several laboratories.
NSD2 HMT inh = NSD2 histone methyltransferase inhibitors, primary screen, biochemical, AlphaScreen, single concentration, set 2; NSD2 peptide methylation, 120 min; inhibition, % at 12.5 µM; 310,000 compounds, 0.54% hits; in the data active = inhibition above about 50%
V-ATPase pHluor = regulators of yeast V-ATPase proton pumping, primary screen, pHLuorin cytosolic pH fluorescence. S. cerevisiae. response, % at 10 µM. 350,000 compounds, 0.37% hits. AID 504577, 2011; in the data active = response mostly above about 7.3%, no sharp cut-off; inactive = mostly below about 5.4%; also: actives read high; inactives centre near 0; some compounds called inactive have numbers as strong as hits
CAL PDZ FP-1 = untagged CAL PDZ binding inhibitors, primary screen, biochemical, fluorescence polarization, HTS. 300,000 compounds, 0.92% hits. inhibition, % at 24.9 µM. AID 602252, 2012. Golgi-associated PDZ and coiled-coil motif-containing protein (Homo sapiens), Q9HD26. purified CAL PDZ, TMR-peptide fluorescence polarization, 1 h;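 active = mean inhibition of at least 30% with at least half of replicates also reaching 30%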;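 also: 0% = DMSO neutral control and 100% = excess unlabeled competitor peptide PRC23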
Keap1 Nrf2 FP = Keap1-Nrf2 protein-protein interaction inhibitors, primary screen, biochemical, fluorescence polarization, single point; inhibition, % at 9.4 µM; Keap1 Kelch-Nrf2 peptide fluorescence polarization, 1536-well; Kelch-like ECH-associated protein 1 (Homo sapiens), Q14145; AID 504523, 2011; 340,000 compounds, 0.15% hits; in the data active = inhibition above about 12%;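 also: human Keap1 Kelch domain with fluorescein labeled Nrf2 9mer peptide probe; 0% = neutral control wells and 100% = peptide positive control; higher means more block of Keap1 binding to Nrf2 peptide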
LANA DNA inh = inhibitors of KSHV C-LANA binding to DNA, primary screen, biochemical, fluorescence polarization, FAM-LBS DNA, MBP-C-LANA, single point; 340,000 compounds, 0.078% hits; inhibition, % at 9 µM; AID 504423, 2011; Kaposi's sarcoma herpesvirus LANA C-terminal domain (residues 932-1162) DNA binding;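 active = highest replicate inhibition at or above 60% at 9 µM, even if other replicates fall short; inactive = all replicates below 60% inhibition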;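 also: 0% = neutral control wells and 100% = 4 µM acridine orange control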
Cardiac RTF inh = cardiac RTF calcium sensitivity inhibitors, primary screen, biochemical, IANBD-TnC fluorescence, EC70 calcium | Troponin I, cardiac muscle (Homo sapiens) + Troponin T, cardiac muscle (Homo sapiens) + … | IANBD-labeled cardiac RTF, Ca2+ fluorescence | inhibition, % at 7.15 µM | 340,000 compounds, 0.12% hits;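 active = inhibition above the mean inhibition of all tested compounds plus 3 SD, cut at about 17% in these data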;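 also: assay run at fixed EC70 calcium of 1.6 mM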
DSG3 Ab inh = inhibitors of pemphigus antibody binding to DSG3, primary screen, biochemical, bead-based, flow cytometry, scFv-GFP. 310,000 compounds, 0.48% hits. Desmoglein-3 (Homo sapiens), P32926. DSG3-coupled beads, scFv-anti-DSG3-GFP binding; active compounds read low. binding (percent of control), % at 10 µM;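 active = binding more than 3 SD below its plate's average and above zero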;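 also: hits lower antibody fragment binding to DSG3; some compounds called inactive have numbers as strong as hits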
CAL PDZ FP-2 = CAL PDZ peptide-binding inhibitors, primary screen, biochemical, fluorescence polarization, Cer-tagged CAL PDZ, HTS | purified CAL PDZ, TMR-peptide fluorescence polarization, 1 h | 330,000 compounds, 0.02% hits | AID 504414, 2011 | inhibition, % at 20 µM | Golgi-associated PDZ and coiled-coil motif-containing protein (Homo sapiens), Q9HD26;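 active = highest replicate inhibition of at least 40%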;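 also: plate controls were DMSO neutral control wells for no effect and unlabeled competitor peptide control wells for full effect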
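Material: tagged CAL PDZ protein CerCALP, purified; buffer or medium: sodium phosphate/NaCl buffer pH 7.4 with TCEP, IgG, Thesit; also added: fluorescent TMR peptide probe; schedule: 1 h incubation at room temperature before polarization reading; technique: fluorescence polarization from S- and P-plane intensities, G-factor corrected; control set: unlabelled peptide and DMSO controls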
DAGLB inhibitor = DAGLB lipase inhibitors, primary screen, biochemical, fluorescence, HTS; Diacylglycerol lipase-beta (Homo sapiens), Q8NCG7; HEK293T DAGLB membrane lysate, EnzChek fluorogenic substrate; inhibition, % at 5.17 µM; 340,000 compounds, 0.059% hits; in the data active = inhibition above about 34%;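 also: 0% = enzyme with vehicle and 100% = wells lacking enzyme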
Target sequence (Q8NCG7 whole entry, looked up): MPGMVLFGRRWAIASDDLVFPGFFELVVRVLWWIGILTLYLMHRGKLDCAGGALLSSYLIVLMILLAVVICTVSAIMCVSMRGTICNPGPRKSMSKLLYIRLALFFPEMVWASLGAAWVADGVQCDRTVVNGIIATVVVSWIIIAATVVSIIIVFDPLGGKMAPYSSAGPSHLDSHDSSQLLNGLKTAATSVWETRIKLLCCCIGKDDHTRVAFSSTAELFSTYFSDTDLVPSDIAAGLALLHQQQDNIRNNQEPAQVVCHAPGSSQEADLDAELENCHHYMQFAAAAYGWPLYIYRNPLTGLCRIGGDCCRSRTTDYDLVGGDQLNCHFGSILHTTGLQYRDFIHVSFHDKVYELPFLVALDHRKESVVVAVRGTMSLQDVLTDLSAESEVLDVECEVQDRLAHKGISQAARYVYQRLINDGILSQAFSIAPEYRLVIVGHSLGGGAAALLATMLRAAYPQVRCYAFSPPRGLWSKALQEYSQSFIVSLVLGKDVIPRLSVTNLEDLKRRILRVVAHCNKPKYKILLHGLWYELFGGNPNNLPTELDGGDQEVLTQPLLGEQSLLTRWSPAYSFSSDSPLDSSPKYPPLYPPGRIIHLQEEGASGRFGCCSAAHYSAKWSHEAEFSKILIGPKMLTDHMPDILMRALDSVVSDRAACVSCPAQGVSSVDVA
Arr AP2 block = inhibitors of beta-arrestin/AP2 binding, primary screen, biochemical, GPCR trafficking, flow cytometry. beta-arrestin 1 C-terminal peptide binding to AP2 beta2-adaptin appendage (human). FITC-arrestin peptide / GST-AP2 beads; AP2 beta2 appendage carries R879A mutation. inhibition, % at 10 µM. 340,000 compounds, 0.31% hits. AID 504490, 2011;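 active = inhibition above a set limit, near 3 SD of compounds lacking own fluorescence, cut at about 54% in these data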;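 also: plate controls were DMSO wells for no effect and 5 µM unlabelled arrestin peptide for full effect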
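System: GST-AP2 R879A glutathione beads; medium: PBS, Tween 20 0.05%, BSA 0.1%; reagent: fluorescein-tagged arrestin peptide at 50 nM final; schedule: pre-incubation 12 min, peptide binding 1 h, room temperature; detection: flow cytometry, FL1 (488/535 nm); read-out: inhibition as reduced fluorescein signal on beads, percent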
Numbers without * were called inactive; x = not tested or not shown. Not all compounds are listed (hit frequency here may not be typical).

SMILES	NSD2 HMT inh	V-ATPase pHluor	CAL PDZ FP-1	Keap1 Nrf2 FP	LANA DNA inh	Cardiac RTF inh	DSG3 Ab inh	CAL PDZ FP-2	DAGLB inhibitor	Arr AP2 block
Cc1ccnc(SCC(=O)c2ccc([N+](=O)[O-])cc2)n1	5	-2	-2	-3	-0.3	-2	85	-0.4	-4	17
COC(=O)c1cc(S(=O)(=O)N2CCN(c3cccc(Cl)c3)CC2)c[nH]1	x	-1	x	-5	0.2	-5	104	-0.4	1	-12
O=C(Cn1c(/C=C/c2ccccc2)nc2ccccc21)Nc1ccc(F)cc1	-2	2	-3	-2	-0.4	-19	108	0.6	4	2
O=C(NCc1ccccc1)Nc1cccc2ccccc12	1	1	x	2	-1.0	-6	95	0.9	-4	-1
COc1ccc(CNCc2cccc3ccccc23)cc1	-3	0	-3	-5	-1.5	-5	115	-0.4	-3	14
CCOc1ccc(C(CC(=O)O)NC(=O)CCCOc2ccc(Cl)cc2C)cc1 (configuration not stated)	-3	-2	-2	-1	0.7	0	111	-2.7	-1	36
CCc1nnc(NC(=O)c2ccc(S(=O)(=O)N3CCCC(C)C3)cc2)o1 (configuration not stated)	-2	0	8	0	-0.4	-6	x	-2.4	2	15
O=C(NC1CCCC1)C(c1ccc(O)cc1)N(CC1CCCO1)C(=O)C1COc2ccccc2O1 (configuration not stated)	x	-4	-3	-1	-0.5	-34	74	-2.0	-2	22
CC(/C=C/c1ccccc1)NC(N)=O (configuration not stated)	-1	-1	-1	-4	1.7	-10	122	-2.7	-5	-10
CNC(=S)NC(CC(=O)OC)c1ccc2c(c1)OCO2 (configuration not stated)	56*	1	2	-2	-0.3	1	112	-1.4	-1	8
CSCCC(NS(=O)(=O)c1cccc(C(F)(F)F)c1)C(=O)Nc1ccccc1N1CCCC1 (configuration not stated)	1	0	-2	0	-0.5	-4	100	-3.4	0	-11
CCN1CCCc2cc(CN(CCN3CCOCC3)C(=O)Nc3ccc(C)c(C)c3)ccc21	22	0	x	-6	0.0	-6	111	-1.4	-10	12
Cc1cc(C)c2c(N)c(C(=O)c3ccc(Cl)cc3Cl)sc2n1	21	-1	-4	-3	-2.6	2	131	-0.7	-1	8
O=C(CCN1CCOCC1)Nc1ccc2c(c1)CCC2	-1	-1	-3	-4	1.1	-9	100	-0.9	-1	-2
CC(=O)Oc1c(C)c2c3c(c1OC(C)=O)[C@@H](C)CC[C@@H]3[C@@H](C)C[C@H]2C=C(C)C	x	2	-3	-2	-0.2	-5	97	0.3	-9	-6
COc1ccc(Cc2nnc(SCC(=O)N(C)CC(=O)Nc3ccc(C)cc3)o2)cc1	18	2	-4	2	-1.2	-7	106	-2.4	2	-9
Cc1ccc(S(=O)(=O)N2CCC(n3nnc4cc(C)ccc43)CC2)cc1	-3	2	-1	-2	0.4	2	94	-2.1	-7	4
CSc1cccc(NC(=O)C2CCCN(S(=O)(=O)c3cccs3)C2)c1 (configuration not stated)	4	2	0	-5	-0.8	-7	109	-2.4	0	-13
Cc1nn(C)c(C(=O)NNC(=O)Nc2cccc(C(F)(F)F)c2)c1Cl	0	2	x	-3	-0.5	-3	98	-0.2	-1	-2
CCn1c(SCC(=O)O)nnc1-c1ccc2[nH]c(C)c(C)c2c1	1	4	1	0	4.4	-5	105	0.0	2	-2
COc1ccc2c(c1)C1(Nc3ccccc3C(=O)N1c1ccccc1)C(=O)N2 (configuration not stated)	x	-3	-3	3	4.2	-13	93	-1.9	-1	3
N/C(=N\OC(=O)c1ccc2c(c1)OCO2)c1ccc(Br)cc1	-5	1	1	-10	1.4	9	92	-2.8	-5	-12
C(=N\N1CCN(Cc2cccc3ccccc23)CC1)/c1cccnc1	7	3	-1	-1	0.5	-4	x	-2.5	-1	12
Cc1cc(C(=O)CSc2nnnn2C)c(C)n1CCc1ccc(F)cc1	3	0	39*	-4	0.4	2	x	-1.7	-1	-11
OC(COCC1COc2ccccc2O1)CN1CCCCC1 (configuration not stated)	-2	-1	-3	-2	0.9	1	103	-2.1	-2	-9
Cc1ccc(S(=O)(=O)N2CCOC2CNC(=O)C(=O)NCc2ccccc2)cc1 (configuration not stated)	-1	-1	x	0	0.7	13	106	0.1	2	-10
CCn1cc(C(=O)O)c(=O)c2cc(F)c(N3CCN(C(=S)NC(=O)c4c(OC)cccc4OC)CC3)cc21	3	1	-2	4	0.4	-2	x	-1.9	7	-3
Cc1occc1-c1nnc(SCC(=O)Nc2ccc3c(c2)OCO3)n1CC1CCCO1 (configuration not stated)	2	3	-2	-3	-0.5	-10	105	-2.1	-3	-9
Cc1nn(-c2ccccc2)c(C)c1/C=N/NC(=O)c1cc(C2CC2)[nH]n1	1	-2	0	3	-2.9	3	98	-3.9	-1	25
O=C(CSc1nc2ccccc2n1CCc1ccccc1)c1ccc(O)c(O)c1	102*	1	0	-4	14	18*	72*	-0.5	16	-25
O=C(/C=C/c1ccccc1)NCCSCc1ccccc1Cl	2	0	-7	-8	2.9	-10	70	-4.0	-8	4
Cc1nnc(NC(=O)c2cc3ccccc3o2)s1	1	0	-4	3	-1.8	-25	108	-2.4	1	25
Cc1ccc(C)c(NC(=O)CN(C)C(=O)c2ccccn2)c1	0	1	x	x	x	x	107	x	-1	x
CCOC(=O)C1CCN(C(=O)c2cc(S(=O)(=O)N3CCOCC3)c(Cl)cc2Cl)CC1	-4	6	-4	1	0.0	1	107	0.0	-1	-1
O=C(Nc1cnc2ccccc2c1)c1ccco1	2	-3	-6	2	0.0	-4	102	-0.6	-1	-4
O=C(c1cccc(Br)c1)N1CCN(C(=O)N2CCCCC2)CC1	9	-1	-9	3	-0.9	-6	x	-2.6	1	30
CCOc1cc(S(=O)(=O)NCC2CCCO2)ccc1F (configuration not stated)	-2	-3	x	-1	1.3	-1	96	0.1	-1	-6
COc1ccccc1/C=C(/C(=O)OCC(=O)N(C)Cc1ccccc1)c1ccccc1	-1	4	3	3	-0.3	-2	100	-1.2	-10	23
O=C(C1CC(=O)N(C2CCCC2)C1)N1CCC(Cc2ccccc2)CC1 (configuration not stated)	1	-2	-3	-5	1.5	-7	97	-2.3	-1	1
O=C(CSC(=S)N1CCCC1)NCC(=O)Nc1ccccc1Br	1	-3	-2	-4	0.1	3	120	0.3	-2	9
Cc1ccc(C(=O)NCc2ccccc2CN2CCCC2)cc1S(=O)(=O)N1CCOCC1	5	-1	-3	-3	-0.1	-3	95	0.5	-1	6
O=C(NCCn1c(C(F)(F)F)nc2cc(C(F)(F)F)ccc21)[C@H]1CCCN1c1nc(CN2CCCCC2)cs1	x	4	1	-5	1.9	-2	100	1.3	-2	8
Cc1ccccc1C(=O)Nc1ccnc(-c2ccncc2)n1	-3	-1	-4	-4	0.8	-5	102	0.5	-2	11
CN1CCc2c(sc3c2C(=O)NC(c2ccco2)N3)C1 (configuration not stated)	16	2	x	-6	6.9	-30	99	-0.2	2	4
N#CCCn1c(=S)[nH]c2ccccc21	7	-4	-2	-3	0.1	2	106	x	-1	2
CC(NC(=O)c1ccccc1)C(=O)OCn1nnc2ccccc2c1=O (configuration not stated)	-1	2	3	3	-0.8	-4	103	-1.6	-5	-1
COc1ccc(-n2c(SCC(=O)Nc3ccc([N+](=O)[O-])cc3OC)nc3ccccc32)cc1	-2	-1	x	0	1.3	7	89	-0.8	0	0
COCCCN(C(=S)Nc1cc(Cl)cc(Cl)c1)C(C)c1ccccn1 (configuration not stated)	-2	2	-3	-2	0.2	-3	99	-1.4	-5	-14
CCc1ccccc1NC(=O)CC(NCc1ccccc1)C(=O)O (configuration not stated)	0	2	-3	2	1.8	-1	105	-1.2	0	-31
CNC(=O)c1ccc(CN(C)C(=O)c2cc(C3CC3)nc3c2cnn3C(C)C)cc1	-1	-1	x	x	x	x	105	x	-1	x
COc1cc(NS(=O)(=O)c2ccc(NC(=S)NC(=O)/C=C/c3ccco3)cc2)ncn1	150*	-1	-5	17*	34	-8	98	-1.7	4	-2
Cc1ccc2c(c1)C(=O)CC(O)(C(F)F)O2 (configuration not stated)	-2	0	-1	-4	-1.9	0	112	0.5	0	1
COc1ccc(C(=O)NNS(=O)(=O)c2ccc(OC)cc2)cc1	10	-4	3	-1	-1.3	-5	106	0.0	-1	1
O=C1CCCN1CCC(=O)N1CCCC(N2CCN(c3ccccc3F)CC2)C1 (configuration not stated)	-1	4	0	-6	2.1	-1	112	-0.7	1	0
COc1cccc(C(=O)Nc2ncc3c(n2)CC(c2ccc(OC)cc2OC)CC3=O)c1 (configuration not stated)	x	-3	x	2	1.8	-6	96	-1.9	-3	8
CC1(C)OC(=O)C(=CNC(CO)C(=O)O)C(=O)O1 (configuration not stated)	-2	-3	-2	-8	0.0	1	110	-0.1	-1	-7
Cc1cc(C)[n+](-c2ccc(F)cc2)c2[nH]c(=O)[nH]c(=O)c12	-2	1	3	-3	-1.2	12	112	-2.4	-3	1
O=C(Cn1cncn1)NCc1cc(F)ccc1F	x	2	-5	2	1.6	3	102	-0.9	1	5

Entries of single compounds as entered above. Screens in order: NSD2 HMT inh, V-ATPase pHluor, CAL PDZ FP-1, Keap1 Nrf2 FP, LANA DNA inh, Cardiac RTF inh, DSG3 Ab inh, CAL PDZ FP-2, DAGLB inhibitor, Arr AP2 block
Shown for OC(COCC1COc2ccccc2O1)CN1CCCCC1 (configuration not stated) = -2, -1, -3, -2, 0.9, 1, 103, -2.1, -2, -9
Shown for Cc1nn(-c2ccccc2)c(C)c1/C=N/NC(=O)c1cc(C2CC2)[nH]n1 = 1, -2, 0, 3, -2.9, 3, 98, -3.9, -1, 25
